Assay outcomes from PubChem.
G9a block – G9a (human) methyltransferase inhibition. G9a H3K9 monomethylation, AlphaScreen, 2 h. Potency, µM (series often up to 102 µM), inactives show at the top dose activity, negative = inhibition, hits mostly inhibitors. hit rate 8.8% among 350,000. AID 504332; note: % is set by controls: 0 for no effect and ±100 for the full control effect; nearly all actives have a fitted effect of over 75% in size
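Enzyme 20 nM + cpd, 15 min RT; add b-H3K9 pep 500 nM / SAM 20 uM; 2 h RT; anti-H3K9me1 Ab 0.5 ug/mL + SA donor / anti-rabbit acceptor beads 20 ug/mL each, 10 min; AlphaScreen read.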
JMJD2A Tudor inh – blocks the human JMJD2A Tudor domain; O75164; AlphaScreen JMJD2A-Tudor / H3K4me3 peptide binding; Potency, µM (series often up to 114 µM), without a hit: at the top dose activity change, negative = inhibition, hits mostly inhibitors; hit rate 4.4% among 390,000; note: % is set by controls: 0 for no effect and ±100 for the full control effect; nearly all actives have a fitted effect of over 50% in size
POLI inh – DNA polymerase iota (human) inhibition; Potency, µM (titrated, usually from 115 µM), for the others: at the highest dose activity, negative = inhibition, hits mostly inhibitors; AID 588590; Pol iota fluorescent replication assay, 10 min; hit rate 1% among 390,000
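Fluorescent replication assay read twice, at 0 min and 10 min after adding 50 nM (final) substrate. Enzyme (10 nM) and compounds were first incubated 15 min at room temperature; enzyme-free buffer wells were negative controls.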
BAZ2B block – inhibitors of human BAZ2B bromodomain. hit rate 4.4% among 360,000. Potency, µM (doses to about 114 µM), inactives show top-dose activity change, negative = inhibition, hits mostly inhibitors. AlphaScreen BAZ2B-H3K14Ac peptide displacement; note: % is set by controls: 0 for no effect and ±100 for the full control effect; nearly all actives have a fitted effect of over 60% in size
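Complex of BAZ2B and biotin-H3K14Ac (50 nM apiece) forms over 30 min at RT, then faces library compounds up to 110 uM for another 30 min; AlphaScreen beads added, 20 min dark incubation, luminescence read.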
Pin1 inh – blocks the human prolyl isomerase Pin1 | AID 504891 | hit rate 0.009% among 390,000 | Q13526 | Pin1 FP peptide displacement, HiFluor488, 10 min | Potency, µM (top dose mostly 115 µM), inactives show at the top dose activity, negative = inhibition, most hits filed as inhibitors; active = well fitted inhibition curve with a large enough effect in the polarisation, with a control signal flat, not every such curve was filed as active; inconclusive = small, poorly fitted or top-dose-only effect, or effect the other way, or a change in a side signal; inactive = no such curve, though single readings can be large or run the other way; the % refers to the polarisation; note: % is set by controls: 0 for no effect and ±100 for the full control effect
Target sequence (Q13526 whole entry, looked up): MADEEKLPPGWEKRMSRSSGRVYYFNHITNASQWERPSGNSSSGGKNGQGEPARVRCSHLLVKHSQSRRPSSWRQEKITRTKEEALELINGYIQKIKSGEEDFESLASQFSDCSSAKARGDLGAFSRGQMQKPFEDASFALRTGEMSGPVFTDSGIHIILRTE
BLM helicase inh – blocks DNA unwinding by human BLM helicase; P54132; recombinant BLM DNA unwinding, fluorescence dequenching; Potency, µM (titrated, usually from 56.1 µM), without a hit: at the highest dose activity change, negative = inhibition, actives largely listed as inhibitors; hit rate 0.2% among 350,000; AID 2528;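 note: plate controls were vehicle for no effect and no enzyme for full effect; nearly all actives have a fitted effect of over 35% in size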
GLS inh – glutaminase GLS (human) inhibition; O94925; GLS enzymatic activity, qHTS titration; Potency, µM (doses to about 45.5 µM), for the others: at the highest dose activity change, negative = inhibition, usual class: inhibitors; hit rate 0.21% among 410,000; note: % is set by controls: 0 for no effect and ±100 for the full control effect
Target sequence (O94925 whole entry, looked up): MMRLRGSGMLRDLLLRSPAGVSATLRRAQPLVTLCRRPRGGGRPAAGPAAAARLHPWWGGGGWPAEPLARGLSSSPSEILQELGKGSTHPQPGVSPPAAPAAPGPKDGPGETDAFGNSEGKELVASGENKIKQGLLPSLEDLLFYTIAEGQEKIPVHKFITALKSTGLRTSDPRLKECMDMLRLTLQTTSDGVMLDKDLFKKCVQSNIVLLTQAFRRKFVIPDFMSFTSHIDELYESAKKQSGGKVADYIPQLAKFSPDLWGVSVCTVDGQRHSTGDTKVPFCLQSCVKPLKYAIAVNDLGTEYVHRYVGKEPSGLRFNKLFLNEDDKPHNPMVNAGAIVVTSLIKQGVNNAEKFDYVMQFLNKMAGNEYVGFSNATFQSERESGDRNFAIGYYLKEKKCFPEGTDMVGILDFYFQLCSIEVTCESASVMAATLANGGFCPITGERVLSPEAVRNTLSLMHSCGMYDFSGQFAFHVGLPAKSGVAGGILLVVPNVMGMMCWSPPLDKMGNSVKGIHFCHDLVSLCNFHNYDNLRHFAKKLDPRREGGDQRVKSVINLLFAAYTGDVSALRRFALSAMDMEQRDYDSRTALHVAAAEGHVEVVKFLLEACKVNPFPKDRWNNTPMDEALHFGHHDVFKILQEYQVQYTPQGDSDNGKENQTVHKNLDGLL
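Assay buffer: 45 mM KH2PO4 pH 8.2, 0.02% Tween-20. hKGA acts on L-glutamine (1 mM solution added); product glutamate is reported by an oxidase/peroxidase Amplex Red coupling, with fluorescence taken at baseline and 30 min.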
PGK inhibitor – T. brucei PGK inhibition; PGK/GAPDH coupled, Kinase-Glo luminescence, 60 min; Potency, µM (top dose mostly 57.5 µM), for inactives: at the highest dose activity change, negative = inhibition, usual class: inhibitors; P07378; hit rate 0.043% among 380,000; note: % is set by controls: 0 for no effect and ±100 for the full control effect; nearly all actives have a fitted effect of over 60% in size
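Luminescent ATP detection (Kinase-Glo Plus) follows a 60-minute room-temperature incubation, with wells lacking PGK as controls. Buffer: 100 mM TEA (pH 7.6), 5 mM MgCl2, 0.01% Tween-20. Coupling enzyme GAPDH (100 nM final) supplies unstable 1,3-BPG in-well.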
HP1b binding inh – inhibitors of HP1-beta chromodomain binding to methylated histone tails; Potency, µM (top dose mostly 114 µM), inactives show at the highest dose activity change, negative = inhibition, actives largely listed as inhibitors; AlphaScreen HP1-beta / biotin-H3K9me3 peptide binding; hit rate 0.56% among 390,000; note: nearly all actives have a fitted effect of over 70% in size; inactives centre near 23
Target sequence (P83916 whole entry, looked up): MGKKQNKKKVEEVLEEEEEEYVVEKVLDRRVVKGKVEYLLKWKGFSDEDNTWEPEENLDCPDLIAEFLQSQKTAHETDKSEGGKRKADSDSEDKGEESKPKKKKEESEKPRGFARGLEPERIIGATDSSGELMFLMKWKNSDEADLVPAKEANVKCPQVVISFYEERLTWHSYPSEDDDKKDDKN
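AlphaScreen: HP1-beta (50 nM) preformed 30 min with biotin-H3(1-18)K9me3 peptide (50 nM) in PBS pH 7.4, 0.01% Tween-20. Compound added for 30 min at RT, then streptavidin donor/nickel chelate acceptor beads (10 ug/mL) for 30 min.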
Starred values were filed as active, the others as inactive; [ ] = remark or other dose. Unless noted, calls come from the whole dose curve; as a rule, active = well fitted curve in the direction sought with a large enough effect; inconclusive = small, poorly fitted or top-dose-only effect, or another doubt; inactive = no such curve, though single readings can be large; an effect the other way counts as inactive or inconclusive. Potency is the fitted concentration of half-maximal effect.

Sample of the layout (two entries):
Results for COCCN(C(=O)CCN1C(=O)C2CC=CCC2C1=O)c1c(N)n(CC(C)C)c(=O)[nH]c1=O (stereo unspecified) ?
G9a block: 26.0%[12.7 µM]; JMJD2A Tudor inh: -16.7%; POLI inh: 32.8%[activator]; BAZ2B block: -0.5%; Pin1 inh: -6.4%; GLS inh: -4.8%; PGK inhibitor: -9.6%; HP1b binding inh: 24.1%

Results for O=Cc1cc2c(cc1[B-](F)(F)F)OCO2 ?
JMJD2A Tudor inh: -14.4%; POLI inh: -22.3%; Pin1 inh: 1.5%; GLS inh: 0.1%; PGK inhibitor: -13.3%; HP1b binding inh: 16.6%

The listing, from the start:
Results for COCCN(C(=O)CCN1C(=O)C2CC=CCC2C1=O)c1c(N)n(CC(C)C)c(=O)[nH]c1=O (stereo unspecified) ?
G9a block: 26.0%[12.7 µM]; JMJD2A Tudor inh: -16.7%; POLI inh: 32.8%[activator]; BAZ2B block: -0.5%; Pin1 inh: -6.4%; GLS inh: -4.8%; PGK inhibitor: -9.6%; HP1b binding inh: 24.1%

Results for O=Cc1cc2c(cc1[B-](F)(F)F)OCO2 ?
JMJD2A Tudor inh: -14.4%; POLI inh: -22.3%; Pin1 inh: 1.5%; GLS inh: 0.1%; PGK inhibitor: -13.3%; HP1b binding inh: 16.6%

How did CCN(Cc1ccccc1)S(=O)(=O)c1c(C(=O)N2CCCC2)c(C)n(C)c1C do in these assays?
G9a block: -8.0%; JMJD2A Tudor inh: -17.6%; POLI inh: 9.0%; BAZ2B block: -17.2%[57.1 µM]; Pin1 inh: -12.1%; BLM helicase inh: -2.4%; GLS inh: -0.7%; PGK inhibitor: -9.8%; HP1b binding inh: 1.1%

Results for COc1ccc(S(=O)(=O)NCC(=O)NCc2cc(=O)n(C)c(=O)n2C)cc1 ?
G9a block: 6.1%[12.7 µM]; JMJD2A Tudor inh: -2.3%; POLI inh: -20.9%; BAZ2B block: 9.5%; Pin1 inh: 3.2%; BLM helicase inh: -1.0%; GLS inh: 6.1%; PGK inhibitor: -7.4%; HP1b binding inh: 42.2%[activator]

Results for COc1cc(C2NC(=O)NC(C)=C2C(=O)OC2CCCCC2)cc(Cl)c1O (stereo unspecified) ?
G9a block: -4.9%; JMJD2A Tudor inh: -20.1%; POLI inh: 36.8%[activator]; BAZ2B block: -34.3%; Pin1 inh: -2.5%; BLM helicase inh: -10.9%; GLS inh: 17.2%; PGK inhibitor: inactive; HP1b binding inh: 49.0%[activator]

Results for Cc1cc(C(=O)COC(=O)CC(NC(N)=O)c2ccc(Cl)cc2)c(C)n1C (stereo unspecified) ?
JMJD2A Tudor inh: inconclusive; POLI inh: inconclusive; Pin1 inh: 0.9%; GLS inh: 5.9%; PGK inhibitor: -6.1%; HP1b binding inh: -18.4%

How did Cc1ccc(NC(=O)Cc2ccsc2)cc1S(=O)(=O)N1CCOCC1 do in these assays?
JMJD2A Tudor inh: -9.6%; POLI inh: 77.2%[activator]; Pin1 inh: -4.7%; GLS inh: -5.8%; PGK inhibitor: -1.6%; HP1b binding inh: 24.6%

Results for COCCn1c(SCC(=O)Nc2cccc(OC)c2)nc2c(oc3ccccc32)c1=O ?
G9a block: -29.8%; JMJD2A Tudor inh: -11.6%; POLI inh: -4.9%; BAZ2B block: -37.3%; Pin1 inh: 8.6%; BLM helicase inh: -7.8%; GLS inh: 0.0%; PGK inhibitor: 3.7%; HP1b binding inh: 37.5%

How did COc1ccc(C(=O)Nc2nncs2)c(OC)c1 do in these assays?
G9a block: 39.8µM*; JMJD2A Tudor inh: -12.0%; POLI inh: 3.1%; BAZ2B block: -4.9%; Pin1 inh: -10.6%; BLM helicase inh: 6.7%; GLS inh: -0.6%; PGK inhibitor: inactive; HP1b binding inh: 34.8%

How did CCc1ccc(CNCc2c(C(=O)O)n(Cc3ccc(C)cc3)c3cc(C)ccc23)cc1 do in these assays?
G9a block: -40.7%[59 µM]; JMJD2A Tudor inh: -28.2%; POLI inh: -23.7%; BAZ2B block: inconclusive; Pin1 inh: -0.5%; BLM helicase inh: -6.5%; GLS inh: -9.1%; PGK inhibitor: 7.2%; HP1b binding inh: 14.5%

How did O=C(Nn1cnnc1)c1ccc(Cl)c([N+](=O)[O-])c1 do in these assays?
JMJD2A Tudor inh: -4.7%; POLI inh: 11.5%; BAZ2B block: -1.9%; Pin1 inh: 0.6%; BLM helicase inh: 0.1%; GLS inh: 8.0%; PGK inhibitor: -2.6%; HP1b binding inh: 3.2%

What do the screens show for `COc1ccccc1CNC(=O)CCc1c(C)c2cc3c(C)coc3cc2oc1=O`?
G9a block: -34.6%[59 µM]; JMJD2A Tudor inh: -28.1%; POLI inh: -13.7%; BAZ2B block: -14.4%; Pin1 inh: 1.6%; BLM helicase inh: -10.1%; GLS inh: -5.1%; PGK inhibitor: inactive; HP1b binding inh: 3.9%

How did COc1ccc(C(=O)N2CCN(C)C(=O)[C@@H]2C)cc1OC1CCN(C(C)C)CC1 do in these assays?
G9a block: 35.9%; JMJD2A Tudor inh: -4.2%; POLI inh: -7.4%; BAZ2B block: 1.9%; Pin1 inh: -19.5%; BLM helicase inh: 0.7%; GLS inh: -7.1%; PGK inhibitor: 3.6%; HP1b binding inh: 25.4%

Results for O=[N+]([O-])c1ccc(S(=O)(=O)NNC(=S)NCCc2ccccc2)cc1 ?
G9a block: -1.0%; JMJD2A Tudor inh: -25.8%; POLI inh: 5.2%; BAZ2B block: -32.2%; Pin1 inh: -0.3%; BLM helicase inh: -5.1%; GLS inh: 5.5%; PGK inhibitor: 10.6%; HP1b binding inh: 32.2%

Results for O=[N+]([O-])c1cc(S(=O)(=O)N2CCCCC2)ccc1NCCCN1CCOCC1 ?
G9a block: -8.5%; JMJD2A Tudor inh: -18.0%; POLI inh: 176.5%[activator]; BAZ2B block: inconclusive; Pin1 inh: -0.6%; BLM helicase inh: -9.2%; GLS inh: 7.1%; PGK inhibitor: 5.4%; HP1b binding inh: 7.5%

Results for CCOc1ccc(C(=O)CCC(=O)N2CCN(c3ncccn3)CC2)cc1 ?
G9a block: 5.1%; JMJD2A Tudor inh: -7.7%; POLI inh: 136.5%[activator]; BAZ2B block: -3.7%; Pin1 inh: inconclusive; BLM helicase inh: -5.0%; GLS inh: 0.5%; PGK inhibitor: 9.9%; HP1b binding inh: 8.7%

How did COc1cccc(/C=N/NC(=O)C(C)Cn2cnc3ccccc32)c1 (stereo unspecified) do in these assays?
JMJD2A Tudor inh: -6.4%; POLI inh: 11.6%; BAZ2B block: -4.9%; Pin1 inh: 1.6%; BLM helicase inh: 2.4%; GLS inh: 0.0%; PGK inhibitor: -9.1%; HP1b binding inh: 29.6%

What do the screens show for `CCOC(=O)NC(=O)/C(C#N)=N\Nc1ccc(Cl)cc1`?
G9a block: -25.2%; JMJD2A Tudor inh: -23.4%; POLI inh: 0.8%; BAZ2B block: -37.2%; Pin1 inh: 7.4%; BLM helicase inh: -4.4%; GLS inh: 26.5%; PGK inhibitor: -3.7%; HP1b binding inh: -8.6%

What do the screens show for `O=C(COc1ccc(F)cc1)c1ccc2c(c1)CCCC2`?
JMJD2A Tudor inh: 170.7%[activator]; POLI inh: 0.4%; Pin1 inh: 7.2%; GLS inh: 3.8%; PGK inhibitor: -0.7%; HP1b binding inh: 208.7%[activator]

How did CCn1c(C)nc2cc(C(=O)NNC(=O)[C@@H](NC(=O)c3cc(OC)cc(OC)c3)C(C)C)ccc21 do in these assays?
JMJD2A Tudor inh: -8.2%; POLI inh: 43.3%[activator]; Pin1 inh: -0.7%; GLS inh: -4.6%; PGK inhibitor: -2.2%; HP1b binding inh: 33.4%

What do the screens show for `CC(C)(C)c1ccc(C(=O)NCc2ccccc2)cc1`?
G9a block: 12.5%; JMJD2A Tudor inh: -14.4%; POLI inh: inconclusive; BAZ2B block: 9.5%; Pin1 inh: -2.0%; BLM helicase inh: -0.4%; GLS inh: -0.3%; PGK inhibitor: -0.6%; HP1b binding inh: 15.1%

Results for CCOc1cccc(OCCOCCOc2ccccc2C(C)=O)c1 ?
G9a block: 13.9%[59 µM]; JMJD2A Tudor inh: 15.5%; POLI inh: 25.4%; BAZ2B block: 67.9%[activator]; Pin1 inh: 7.0%; BLM helicase inh: -6.3%; GLS inh: 7.0%; PGK inhibitor: 5.5%; HP1b binding inh: 47.7%[activator]

Results for CCOC(=O)COc1nc(C)cc(C(F)(F)F)c1C#N ?
JMJD2A Tudor inh: -18.1%; POLI inh: -19.5%[58.9 µM]; BAZ2B block: 1.1%; Pin1 inh: 2.2%; BLM helicase inh: -6.3%; GLS inh: -3.3%; PGK inhibitor: -4.7%; HP1b binding inh: 4.7%

Results for Cc1cccc(C)c1NC(=O)Cn1c(=O)cc(C)c2c(C)nn(-c3cccc(Cl)c3C)c21 ?
G9a block: 7.3%[59 µM]; JMJD2A Tudor inh: -14.7%; POLI inh: -1.4%; BAZ2B block: -15.3%; Pin1 inh: -2.0%; BLM helicase inh: -1.3%; GLS inh: -1.6%; PGK inhibitor: 4.3%; HP1b binding inh: 37.3%

Results for Cc1ccccc1CN1CCN(CCCc2ccccc2)C(CCO)C1 (stereo unspecified) ?
G9a block: 10.7%; JMJD2A Tudor inh: -22.6%; POLI inh: 28.9%; BAZ2B block: 1.4%; Pin1 inh: -5.2%; BLM helicase inh: -2.7%; GLS inh: -1.0%; PGK inhibitor: -4.9%; HP1b binding inh: 11.8%

What do the screens show for `COCCNC(=O)/C(C#N)=C/c1cc(C(C)C)c(OC)cc1C`?
G9a block: -4.6%; JMJD2A Tudor inh: -21.1%; POLI inh: 87.7%[activator]; BAZ2B block: -19.1%; Pin1 inh: 3.6%; BLM helicase inh: -8.1%; GLS inh: -5.3%; PGK inhibitor: 1.1%; HP1b binding inh: 7.6%

This is a subset; the hit share may differ from the screen's.
